# HttQ103 aggreg – qHTS Multiplex Assay to Identify Dual Action Probes in a Cell Model of Huntington: Aggregate Formation (GFP); Potency, µM (titrated, usually from 46.1 µM), for the others: at the highest dose activity change, negative = inhibition, actives largely listed as inhibitors; PC12 HttQ103-GFP aggregates, Acumen cytometry, 40 h; 220,000 tested, 1.1% active; further: on the % scale 0 is the no-effect control and ±100 the full control effect; nearly all actives have a fitted effect of over 60% in size
#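 Using laser scanning cytometry, GFP-positive aggregates were counted after lysis of PC12 cells induced with 100 nM tebufenozide to express HTT exon 1 Q103–GFP. Compounds were tested in titration.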
# ALDH1A1 inh – qHTS Assay for Inhibitors of Aldehyde Dehydrogenase 1 (ALDH1A1) | Aldehyde dehydrogenase 1A1 (Homo sapiens), P00352 | Purified ALDH1A1, NADH fluorescence, propionaldehyde substrate | Potency, µM (series often up to 75.3 µM), inactives show at the highest dose activity, negative = inhibition, actives largely listed as inhibitors | 220,000 tested, 7.3% active; active means well fitted inhibition curve with a large enough effect, not every such curve was filed as active; inconclusive means small, poorly fitted or top-dose-only effect, or another doubt; inactive means no such curve, though single readings can be large or run the other way;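 further: plate controls were no enzyme wells and a reference inhibitor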
# Target sequence (P00352 whole entry, looked up): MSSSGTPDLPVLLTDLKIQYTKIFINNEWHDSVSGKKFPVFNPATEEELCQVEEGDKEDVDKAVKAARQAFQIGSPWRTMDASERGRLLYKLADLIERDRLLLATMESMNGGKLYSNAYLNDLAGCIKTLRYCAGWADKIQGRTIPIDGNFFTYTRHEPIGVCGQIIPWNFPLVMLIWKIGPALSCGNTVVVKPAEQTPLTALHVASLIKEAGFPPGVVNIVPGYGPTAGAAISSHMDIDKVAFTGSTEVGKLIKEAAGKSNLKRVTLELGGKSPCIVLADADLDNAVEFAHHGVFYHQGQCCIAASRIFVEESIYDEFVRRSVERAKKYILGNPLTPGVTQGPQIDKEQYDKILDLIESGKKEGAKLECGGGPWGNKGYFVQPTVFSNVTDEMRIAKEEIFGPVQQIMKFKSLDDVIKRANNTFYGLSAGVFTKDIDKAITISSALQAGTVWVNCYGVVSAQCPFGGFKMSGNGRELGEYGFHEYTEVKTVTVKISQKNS
# KDM4E inh – qHTS Assay for Inhibitors of Human Jumonji Domain Containing 2E (JMJD2E). Lysine-specific demethylase 4E (Homo sapiens), B2RXH2. JMJD2E catalytic domain, FDH-coupled NADH fluorescence (FDH is formaldehyde dehydrogenase). Potency, µM (titrated, usually from 57.1 µM), for the others: top-dose activity change, negative = inhibition, actives largely listed as inhibitors. 230,000 tested, 1.6% active; active means well fitted inhibition curve with a large enough effect, not every such curve was filed as active; inconclusive means small, poorly fitted or top-dose-only effect, or another doubt; inactive means no such curve, though single readings can be large or run the other way;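 further: 0% = wells with enzyme and -100% = buffer wells without enzyme; nearly all actives have a fitted effect of over 50% in size; many of its hits are not listed in these tables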
# Target sequence (B2RXH2 1-337 limits assumed): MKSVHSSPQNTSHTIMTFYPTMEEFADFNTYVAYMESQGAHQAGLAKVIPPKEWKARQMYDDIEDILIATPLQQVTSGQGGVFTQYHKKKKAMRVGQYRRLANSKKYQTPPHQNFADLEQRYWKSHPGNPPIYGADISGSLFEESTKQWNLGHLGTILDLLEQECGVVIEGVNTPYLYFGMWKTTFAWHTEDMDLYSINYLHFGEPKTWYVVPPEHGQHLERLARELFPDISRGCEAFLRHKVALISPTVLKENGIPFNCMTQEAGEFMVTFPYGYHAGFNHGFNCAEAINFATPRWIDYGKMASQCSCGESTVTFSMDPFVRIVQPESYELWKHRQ
# Tau fluor counter – Counterscreen qHTS for Inhibitors of Tau Fibril Formation, Fluorescence Polarization. tau K18 P301L Alexa594 fluorescence, heparin fibrillization. Potency, µM (doses to about 57.7 µM), for inactives: top-dose activity change, negative = decrease. 280,000 tested, 0.93% active; further: on the % scale 0 is the no-effect control and ±100 the full control effect; nearly all actives have a fitted effect of over 55% in size
#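 Human tau K18 P301L (15 uM unlabeled, 0.24 uM Alexa 594-labeled) in 100 mM sodium acetate pH 7 with 20 uM heparin, 6 hr at 37 C. ThT 30 uM added, 1 hr ambient; Alexa 594 FP and total fluorescence read at 555/632 nm.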
# Tau fibril FP – qHTS for Inhibitors of Tau Fibril Formation, Fluorescence Polarization; K18 P301L tau heparin fibrillization, Alexa594 FP, 6 h; Microtubule-associated protein tau (Homo sapiens), P10636; 280,000 tested, 0.39% active; AID 1468, 2008; Potency, µM (highest dose often 57.7 µM), for inactives: at the top dose activity, negative = inhibition, hits mostly inhibitors; further: on the % scale 0 is the no-effect control and ±100 the full control effect; nearly all actives have a fitted effect of over 55% in size
# Target sequence (P10636 561-689 P618L limits assumed): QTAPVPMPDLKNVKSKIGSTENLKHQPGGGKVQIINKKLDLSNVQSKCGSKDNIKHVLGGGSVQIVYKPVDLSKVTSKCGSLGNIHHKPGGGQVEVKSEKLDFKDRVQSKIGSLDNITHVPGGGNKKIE
#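 Quantitative HTS format: compounds meet 15 uM recombinant K18 P301L tau and Alexa 594-tau tracer in 100 mM sodium acetate pH 7; 20 uM heparin triggers fibrillization at 37 C over 6 hr; FP gives the signal.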
# HTT cytoprotect – qHTS Multiplex Assay to Identify Dual Action Probes in a Cell Model of Huntington: Cytoprotection (ATP) | PC12 HTT-Q103 induced, cytoprotection, ATP luminescence, 40 h | 230,000 tested, 0.14% active | Potency, µM (titrated, usually from 56.4 µM), for inactives: cytoprotection (ATP increase), usual class: activators;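 further: % of control where 0% means no effect; nearly all actives have a fitted effect of over 45% in size; toxic huntingtin expression switched on by the ecdysone agonist tebufenozide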
#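 Huntington model: PC12 line, ecdysone-inducible HTTQ103 exon1–GFP, tebufenozide 100 nM. Test articles in a dose series. Endpoint luminescence from cellular ATP.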
# SMN2 splice up – qHTS Assay for Enhancers of SMN2 Splice Variant Expression; HEK293 SMN2-luciferase splicing reporter, luminescence, 30-36 h; Potency, µM (highest dose often 46.1 µM), inactives show at the highest dose activity change, positive = activation, usual class: activators; 210,000 tested, 2.8% active; AID 1458, 2008; further: % of control where 0% means no effect; nearly all actives have a fitted effect of over 55% in size
#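 HEK293 cells carry an SMN2 […]–luciferase reporter in which exon 7 inclusion puts luciferase in frame. Cells were plated 10-12 h before compound addition, then incubated 30-36 h at 37C. ONE-Glo luminescence was read; sodium butyrate at 4.5 mM final served as control.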
# Tau ThT inhib – qHTS for Inhibitors of Tau Fibril Formation, Thioflavin T Binding; Microtubule-associated protein tau (Homo sapiens), P10636; recombinant tau K18 P301L (four-repeat tau fragment), heparin-induced fibrillization, ThT fluorescence; Potency, µM (highest dose often 57.4 µM), inactives show at the top dose activity, negative = inhibition, usual class: inhibitors; 270,000 tested, 2.1% active; AID 1460, 2008; further: on the % scale 0 is the no-effect control and ±100 the full control effect; nearly all actives have a fitted effect of over 55% in size
#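 Heparin-induced (20 uM) aggregation of recombinant human K18 P301L tau, 15 uM unlabeled with 0.24 uM labeled, pH 7 acetate buffer, 6 hr at 37 C with compound. Fibrils quantified by 30 uM ThT fluorescence after 1 hr ambient incubation.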
# An asterisk follows results filed as active; ? = inconclusive; . = no result given; & = joins results of further samples; [ ] = remark or other dose. Unless noted, the call rests on the fitted dose curve; in most records, active means well fitted curve in the direction sought with a large enough effect; inconclusive means small, poorly fitted or top-dose-only effect, or another doubt; inactive means no such curve, though single readings can be large; an effect the other way counts as inactive or inconclusive. Potency means the concentration at half of the fitted maximal effect.
SMILES,HttQ103 aggreg,ALDH1A1 inh,KDM4E inh,Tau fluor counter,Tau fibril FP,HTT cytoprotect,SMN2 splice up,Tau ThT inhib
O=C(COC(=O)c1c2c(nc3ccccc13)CCCCC2)NCc1ccc2c(c1)OCO2,-1%,?,-6%,-18%,1%,7%[10 µM],-22%,-19%
Cc1ccc(Oc2ncnc(N)c2[N+](=O)[O-])cc1C,11%,?,6%,-12%,-7%,6%[10 µM],-4%,-13%
Cc1ccc(SCC(=O)Nc2ccc(-c3nnc(-c4ccco4)o3)cc2)cc1,4%,-5%,?,-21%,?,-54%[inhibitor],?,?
Cc1ccc(NCc2n[nH]c(=S)n2Cc2ccccc2)cc1Cl,2%[9.22 µM],?,-9%,?,?,29%[10 µM],.,?
CCOc1c(Br)cc(/C=N\NC(=O)c2ccccc2)cc1OC,9%,-2%,-11%,?,-8%,.,7%,?
CCOC(=O)c1ccc(-c2cccc(C(F)(F)F)c2)nc1C,2%,1%,3%,-15%,-5%,-7%[10 µM],-32%,-18%
CC(=O)NCCNc1ccc([N+](=O)[O-])cc1C#N,-4%,-2%,0%,2%,3%,-25%,5%,-1%
CC(CCc1ccccc1)NC(=O)COC(=O)C1=COCCO1 (stereo not given),10%,10%,4%,3%,-4%,8%,-25%,-1%
CCOC(=O)c1ccccc1NC(=O)Cn1cnc2c(cnn2C(C)(C)C)c1=O,-7%,6%,-3%,-9%,-2%,0%,.,-7%
CCOC(=O)c1c(NC(=O)c2noc(C)c2[N+](=O)[O-])sc(C(C)=O)c1C,-21%,25µM*,-1%,-9%,2%,-10%,-10%,-7%
COc1ccc(OCC(=O)N/N=C/C2CC=CCC2)cc1 (stereo not given),3%,4%,28%,-10%,2%,-8%,0%,-18%
Cc1nn(C)c(C(=O)NNC(=S)NCc2ccco2)c1Br,0%[9.22 µM],?,0%,-14%,-3%,-5%[10 µM],.,-15%
CCCCC[C@H](O)/C=C/C1=C(C/C=C\CCCC(=O)O)C(=O)CC1,.,-9%&1%,5%,4%&-3%,6%&-9%,?,-4%&11%,4%&-3%
CC(=O)c1cccc(NC(=O)C(C)N(C)CC(=O)Nc2ccc(Cl)cc2)c1 (stereo not given),-5%[9.22 µM],.,-9%,-19%,-1%,7%[10 µM],.,-3%
CCN(CC)C(=O)CSc1nc2ccsc2c(=O)n1CCCC(=O)NCCc1ccc(S(N)(=O)=O)cc1,-8%,-10%,0%,2%,-2%,-24%,-23%,2%
CN(CC(=O)N1CCN(c2ccccc2)CC1)S(=O)(=O)c1cnc[nH]1,4%,10%,7%,2%,-5%,-4%,-21%,-1%
CCOc1ccccc1C(=O)N(Cc1ccco1)Cc1ccccc1F,.,.,.,-11%,6%,.,-20%,-16%
O=c1oc2cc(O)ccc2cc1-c1ccc2c(c1)OCCO2,.,?,?,?,-3%,-237%[inhibitor],18µM*,?
CCc1ccc(Cn2nnc(C(=O)Nc3ccc(OC)cc3OC)c2N)cc1,5%,?,?,-15%,6%,-9%,0%,-1%
Cc1ccccc1Nc1c(-c2ccc(Cl)s2)nc2cccc(C)n12,.,.,.,-19%,-3%,.,-35%[inhibitor],-12%

# Ordered by length of the SMILES (smallest number first): some entries from above.
SMILES,HttQ103 aggreg,ALDH1A1 inh,KDM4E inh,Tau fluor counter,Tau fibril FP,HTT cytoprotect,SMN2 splice up,Tau ThT inhib
CC(CCc1ccccc1)NC(=O)COC(=O)C1=COCCO1 (stereo not given),10%,10%,4%,3%,-4%,8%,-25%,-1%
CCc1ccc(Cn2nnc(C(=O)Nc3ccc(OC)cc3OC)c2N)cc1,5%,?,?,-15%,6%,-9%,0%,-1%
Cc1ccc(SCC(=O)Nc2ccc(-c3nnc(-c4ccco4)o3)cc2)cc1,4%,-5%,?,-21%,?,-54%[inhibitor],?,?
CC(=O)c1cccc(NC(=O)C(C)N(C)CC(=O)Nc2ccc(Cl)cc2)c1 (stereo not given),-5%[9.22 µM],.,-9%,-19%,-1%,7%[10 µM],.,-3%

# The results go on:
SMILES,HttQ103 aggreg,ALDH1A1 inh,KDM4E inh,Tau fluor counter,Tau fibril FP,HTT cytoprotect,SMN2 splice up,Tau ThT inhib
O=C(C1=C[C@H](c2csc3ccccc23)C[C@H](OCCCCO)O1)N1CCOCC1,10%[9.22 µM],-14%,-3%,-1%,0%,20%[10 µM],.,-7%
C=CCOc1ccc(CNn2cn[nH]c2=S)cc1OCC,-6%,12%,4%,-2%,0%,-15%,-6%,-2%
CCCCCCCCCCCCCCCCn1cc[n+](CC(C)=O)c1,17%,7%,4%,-7%,-13%,4%,-11%,1%
Oc1ccccc1-c1nc2ccc(Cl)cn2c1Nc1ccc2c(c1)OCCO2,.,.,.,?,1%,.,-1%,-2%
Cc1nc(-c2ccccc2)nc2[nH]ccc(=O)c12,-10%,?,-3%,-13%,-7%,-12%,?,-5%
COc1ccc(S(=O)(=O)/N=C2/C=CC(=O)C(C)=C2C)cc1,13%,-11%,-12%,-22%,8%,-29%,-6%,?
Nc1cc(=O)[nH]c(SCC(=O)N2CCN(S(=O)(=O)c3ccc4ccccc4c3)CC2)n1,5%,?,-4%,6%,-11%,22%,9%,5%
Cc1ccc(SCCN2C(=O)NC(C)(C)C2=O)cc1,15%,0%,2%,-4%,-3%,-23%,-3%,-8%
CS(=O)(=O)c1ccc(Cl)c(NC(=O)CCc2ccccc2)c1,28%,?,-10%,7%,-3%,.,0%,5%
CCOC(=O)CCCCC(=O)c1[nH]c(=O)[nH]c1CSc1nc(-c2ccccc2)c(C#N)c(=O)[nH]1,-22%,7.9µM*,-12%,-5%,-6%,-10%,?,?
CCn1nnc(-c2ccc(N)cc2)n1,.,12%,7%,3%,3%,.,?,-13%
CCCCOCC1CN(c2ccccc2)C(=O)CS1 (stereo not given),-14%,13µM*,2%,-1%,-2%,15%,.,-18%
C=CCO/N=C(/C)c1ccc(Oc2cnccn2)cc1,-5%,8%,1%,-3%,-5%,-32%,-13%,-4%
COc1ccnc(CSC(N)=Nc2ccc(F)cc2)c1,7%,?,?,-24%,?,14%[1.9 µM],-3%,28µM*
COc1ccccc1OCCC(=O)OCCN1C(=O)c2ccccc2C1=O,-1%,5%,5%,-2%,2%,-12%[10 µM],-15%,-1%
O=C1NC(c2ccc(-c3ccccc3[N+](=O)[O-])o2)C(C(=O)c2ccc(Cl)cc2)C(O)(C(F)(F)F)N1 (stereo not given),-2%,20µM*,1%,-24%,13%,19%[10 µM],2%,?
C=Cn1c(C(=O)O)ccc1-c1ccc(CC)cc1,-2%[9.22 µM],.,0%,-2%,?,31%[10 µM],.,.
O=c1c2c([nH]c3ccccc13)CCCC2,-21%,?,?,-2%,1%,2%,-24%,2%
Cc1c(N2C(=O)CSC2c2ccccc2)c(=O)n(-c2ccccc2)n1C (stereo not given),-3%[9.22 µM],.,4%,7%,-2%,14%[10 µM],.,2%
O=C(CSc1nc2ccc(Cl)cc2[nH]1)c1c[nH]c2ccccc12,6%,-4%,-12%,?,?,-56%[inhibitor],?,?
CCCCCCc1cc2cc(S(=O)(=O)c3ccc(F)c(Cl)c3)c(=O)oc2cc1O,?,?,?,-25%,-13%,8%[10 µM],-48%[inhibitor],-13%
CCOC(=O)/C(C#N)=C/c1ccc(OCC(=O)Nc2ccccc2)c(OC)c1,-9%,-10%,?,-12%,-12%,31%[10 µM],22%,?
Cc1ccc(NC(=O)CSc2nc(N)c(-c3ccccc3)c(=O)[nH]2)cc1Cl,7%,?,-4%,-3%,-11%,-5%,.,3%
Cc1c(Br)c([N+](=O)[O-])nn1CC(=O)NCc1cccnc1,-9%,10%,7%,1%,4%,5%,5%,2%
Cc1ccc(NC(=O)CN(c2ccccc2)S(=O)(=O)N(C)C)cc1,11%,15%,-9%,-5%,1%,.,-4%,-3%
Cc1cc(SCCC(=O)O)nc2ccccc12,5%,-13%,-14%,-7%,2%,0%,-2%,-10%
CC1=NNC(=O)C1CCC(=O)N/N=C(\C)c1ccccc1 (stereo not given),20%,15%,20%,11%,3%,-24%,7%,9%
S=C1NC2=C(C(c3ccc(Br)cc3)N1)N1CCC2CC1 (stereo not given),-21%,2%,-1%,3%,7%,-4%,?,-11%
c1ccc([C@@H]2CN3CCSC3=N2)cc1,.,3%[20.9 µM],2%[25.5 µM],.,.,?,-5%[20.6 µM],.
COc1ccc(S(=O)(=O)N2CC(O)C[C@H]2C(=O)OCC(=O)N2CCCCCC2)cc1 (stereo not given in full),17%,9%,0%,-9%,-5%,-11%,4%,-12%
CN1CCN(C2=Nc3ccccc3Sc3ccc(Cl)cc32)CC1,2%,5%,.,-8%,0%,-72%&-65%[inhibitor],-5%,-4%
Cc1ccc(Cn2cc(/C=N/Nc3ccc([N+](=O)[O-])cn3)c3ccccc32)cc1,-27%,10µM*,5%,11µM*[quencher],12%,-16%[10 µM],-46%[inhibitor],10µM*
COc1ccc(C(=O)NCC(=O)NCC(=O)OCC(=O)C(C)(C)C)cc1,-18%,?,-3%,3%,10%,-14%[10 µM],2%,2%
CCCCCC(=O)Nc1ccc2oc(-c3cncc(Br)c3)nc2c1,-1%,?,?,-2%,0%,-8%,11µM*,-15%
COC(=O)N1CC=CC1(C)C(=O)O (stereo not given),.,5%,-4%,-9%,-9%,6%,-2%,-1%
CCOC(=O)c1cccc(NC(=O)CCNS(=O)(=O)c2ccc3c(c2)CCN3C(=O)CC)c1,-23%,3%,-10%,-22%,0%,-15%,.,-25%
CCOC(=O)C1=C(c2ccccc2)NC(SCC(=O)Nc2cccc(C)c2)=C(C#N)C1c1ccco1 (stereo not given),4%,?,53%[activator],?,?,-17%,-33%[inhibitor],-1%

# Bioassay records (PubChem)

# The list is partial; the hit share may differ from the screen's.
